FAK inh: inhibitors of human focal adhesion kinase. Q05397. biochemical FAK kinase activity assay. inhibition, %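 (tested at 7 µM)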. hit rate 0.84% among 97,000. AID 727; in the data active means inhibition above about 19%;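 further: 0% = DMSO and 100% = reference compound high control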
E coli WT exp: blocks growth of wild type E. coli BW25113; OD600 absorbance; growth inhibition, % at 100 µM; hit rate 0.15% among 98,000; AID 710;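 active means growth inhibition above about 50% at one test dose, limit read from the data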;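 further: growth measured after 20 h incubation at 37 °C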
ERa coact inh: blocks coactivator binding to human estrogen receptor alpha. TR-FRET ER-alpha LBD / SRC-1 peptide, estradiol-bound. AID 629. hit rate 1.7% among 86,000. inhibition, % at 25.6 µM; in the data active means inhibition above about 50%;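 further: 0% = receptor plus peptide control and 100% = peptide only without receptor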
MT1-MMP txn act: activates MT1-MMP transcription | HT1080 MT1-MMP promoter luciferase reporter, luminescence, overnight; active compounds read high | activation factor at 10 µM | hit rate 0.16% among 86,000;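 active means activation factor of at least 2 for MT1-MMP transcription at 10 µM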
ERa SRC1 pot: enhances coactivator binding to human estrogen receptor alpha. TR-FRET ERalpha-LBD/SRC-Cy5 coactivator binding, 2 h; 100 = basal binding, no effect. coactivator binding (% of control), % at 25.6 µM. AID 639. hit rate 1.3% among 86,000; in the data active means activity above about 200%;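 further: binding measured in presence of low estradiol as agonist stimulus; 0% = peptide alone without receptor and 100% = receptor with peptide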
ERb coact inh: ER-beta (human) coactivator binding inhibition; hit rate 1.3% among 86,000; inhibition, % at 25.6 µM; TR-FRET ER-beta LBD / SRC1-Cy5 peptide binding; receptor agonist-loaded with 1 µM estradiol;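 active means compounds whose percent inhibition of the receptor-coactivator binding signal exceeds about 50% in the single-dose screen, limit read from the data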;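 further: 0% = receptor plus peptide wells without compound and 100% = peptide-only wells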
Target sequence (Q92731 whole entry, looked up, the tested form may be a part): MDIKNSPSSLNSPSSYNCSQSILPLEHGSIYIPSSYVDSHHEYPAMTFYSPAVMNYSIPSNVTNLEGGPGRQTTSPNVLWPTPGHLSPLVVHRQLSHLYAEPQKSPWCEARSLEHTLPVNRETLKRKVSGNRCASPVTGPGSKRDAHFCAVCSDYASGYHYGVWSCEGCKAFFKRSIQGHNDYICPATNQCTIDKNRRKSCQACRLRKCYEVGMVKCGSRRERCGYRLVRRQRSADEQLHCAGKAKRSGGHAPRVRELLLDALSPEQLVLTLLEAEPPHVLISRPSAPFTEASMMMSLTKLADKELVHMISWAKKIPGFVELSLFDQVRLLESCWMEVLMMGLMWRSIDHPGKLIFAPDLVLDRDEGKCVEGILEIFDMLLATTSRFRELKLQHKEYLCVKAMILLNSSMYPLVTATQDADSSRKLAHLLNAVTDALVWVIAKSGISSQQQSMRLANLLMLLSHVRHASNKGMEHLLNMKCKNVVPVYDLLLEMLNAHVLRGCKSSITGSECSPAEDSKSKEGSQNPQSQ
CD11b adhes inh: CD11b/CD18-fibrinogen binding inhibition; P05107+P11215; inhibition, % at 10 µM; K562 CD11b/CD18 adhesion to fibrinogen, ATPlite luminescence; Mn2+ added to activate the integrin; hit rate 0.54% among 93,000;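 active means primary inhibition of 50% or more at 10 µM, then 40% or more on retest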; further: some results filed as inactive read as strong as hits
PLAP act: activates human placental alkaline phosphatase; purified PLAP enzyme, luminescent substrate read-out; active compounds read high; activation fold at 20 µM; hit rate 1.2% among 96,000; in the data active means activation fold above about 2
Target sequence (P05187 whole entry, looked up): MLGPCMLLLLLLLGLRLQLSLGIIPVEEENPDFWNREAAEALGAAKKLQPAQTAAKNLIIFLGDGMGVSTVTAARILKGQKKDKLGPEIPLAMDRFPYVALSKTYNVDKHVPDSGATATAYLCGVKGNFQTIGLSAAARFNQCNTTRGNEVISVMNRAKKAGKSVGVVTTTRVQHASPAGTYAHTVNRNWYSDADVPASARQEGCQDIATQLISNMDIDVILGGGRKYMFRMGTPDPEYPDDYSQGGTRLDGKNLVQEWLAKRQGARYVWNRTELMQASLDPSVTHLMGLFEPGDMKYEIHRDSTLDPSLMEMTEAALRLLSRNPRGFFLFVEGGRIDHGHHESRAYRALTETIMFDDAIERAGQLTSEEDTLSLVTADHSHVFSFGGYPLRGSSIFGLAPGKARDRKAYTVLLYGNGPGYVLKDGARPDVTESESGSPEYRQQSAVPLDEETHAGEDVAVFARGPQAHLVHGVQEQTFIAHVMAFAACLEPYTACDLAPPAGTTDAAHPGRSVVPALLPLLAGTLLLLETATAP
CD11b adhes enh: CD11b/CD18-fibrinogen binding enhancement; K562 CD11b/CD18 adhesion to fibrinogen, ATPlite luminescence; activation, % at 10 µM; hit rate 0.07% among 93,000; AID 1499; P05107+P11215;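 active means 10 µM primary screen giving 50% or more activity, confirmed by 40% or more on retest at that dose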; further: strong numbers were not always called active; reference of the scale not given here
Starred values were filed as active, the others as inactive; nt = not tested or not shown; [ ] = remark or other dose.

SMILES	FAK inh	E coli WT exp	ERa coact inh	MT1-MMP txn act	ERa SRC1 pot	ERb coact inh	CD11b adhes inh	PLAP act	CD11b adhes enh
COCC(C)n1c(C)cc(C(=O)COC(=O)c2oc3ccccc3c2C)c1C (stereo unspecified)	-1	-11	-5	1.1	95	-13	39	1.5	-2
O=c1c2c(-c3cccs3)csc2ncn1-n1cccc1	2	-5	1	1.1	109	-7	nt	0.8	nt
Cc1cc(C(F)(F)F)nn1-c1nc(-c2ccco2)cc(C(F)(F)F)n1	-7	2	-1	1	105[fluorescence artefact?]	6	2	1	-1
CN(C)CCN(Cc1ccccc1)c1ccnc(N(C)C)c1C#N	-3	2	-12	1	110	37[fluorescence artefact?]	-6	1.1	2
CC12CCC(C(=O)Nc3ccccc3)(C/C1=N\O)C2(C)C (stereo unspecified)	2	3	-6	1.2	105	-9	-9	0.9	-2
O=C(CSc1nnc2ccccn12)c1ccccc1	0	17	-24[fluorescence artefact?]	1.6	74	0	5	1	-3
CSc1ncc(Cl)c(C(=O)Nc2sc3c(c2C(=O)NCc2ccco2)CCCC3)n1	4	-7	nt	nt	nt	nt	-9	0.9	18
O=C(CCNC(=O)c1ccc(Br)o1)NCc1ccc(Cl)cc1	-1	-5	-2[fluorescence artefact?]	1.1	81[fluorescence artefact?]	-1[fluorescence artefact?]	-20	0.9	0
c1ccc(-c2noc(CSc3nc4ccccc4o3)n2)cc1	0	-5	-34	1.2	99	-27	17	0.9	-6
CSc1nc2ccc3nc(NC(=O)c4ccccc4)sc3c2s1	-15	-13	55*[fluorescence artefact?]	nt	223*[fluorescence artefact?]	48[fluorescence artefact?]	17	1.5	20
COc1ccc(C2N(c3ccc(OC)cc3)C(=O)C3CCCN32)cc1 (stereo unspecified)	0	3	-6	1.2	109	-8	1	1.4	-4
CC(C)C1=NN(C(=O)c2ccccc2)C(O)(C(C)(C)C)C1 (stereo unspecified)	6	2	nt	nt	nt	nt	-14	1.2	6
O=C(Nc1cccnc1)c1noc2c1CCCCC2	0	9	-4	0.7	98	-6	-14	0.9	3
CN(C)c1nc(Cl)cc(N2CCOCC2)n1	0	-1	nt	nt	nt	nt	-8	0.9	1
COc1ccc(NCc2nnc(SCC#N)n2-c2ccccc2OC)cc1	7	-1	-8	1	123	-2[fluorescence artefact?]	-5	1.5	-5
O=C(Cc1ccccc1)Nc1ccc(NC(=O)c2ccco2)nc1	1	-1	-28	1.6	109[fluorescence artefact?]	-35	-8	0.9	0
CCCc1cc(Nc2cccc(OCC)c2)n2ncnc2n1	-1	-2	7	1.2	109	-9	12	2*	2
Cc1oc(C)c2c(=O)ccc3c(c12)OC(N)=C(C#N)C3c1ccc(F)cc1 (stereo unspecified)	nt	24	29[fluorescence artefact?]	1.1	55[fluorescence artefact?]	27	-13	1.1	-1
COc1ccc(Cl)cc1NC(=O)Nc1cccc([N+](=O)[O-])c1C	2	-7	nt	nt	nt	nt	-18	0.9	-5
Cc1cc(Nc2ccc(F)c(Cl)c2)n2nc(C)nc2n1	nt	nt	-7	1.1	126	-8	nt	nt	nt
COc1cc(C)nc(NC(=O)COc2ccc(Cl)cc2C)n1	5	-4	1	1	101	-1	-21	1.1	-3
CC1CCN(CCCCOc2ccc(C(=O)c3ccccc3)cc2)CC1	0	10	3	1.1	107	0	0	1.5	0
Nc1nc(NCc2ccco2)nn1-c1ccccc1	0	nt	6	1.3	109	1	5	0.9	3
CC(C)CC(c1nnnn1CC1CCCO1)N1CCN(c2nc3ccccc3s2)CC1 (stereo unspecified)	nt	-9	7[fluorescence artefact?]	1.1	109	-2[fluorescence artefact?]	0	1.2	-3
CCC(=O)Nc1nc(C)c(-c2csc(Nc3ccc(S(=O)(=O)Nc4cc(C)on4)cc3)n2)s1	0	1	nt	nt	nt	nt	-12	1.5	0
O/N=C(\c1ccc(Cl)cc1Cl)c1ncc(C(F)(F)F)cc1Cl	2	5	10[fluorescence artefact?]	1.1	73	3[fluorescence artefact?]	2	1.2	-3
O=C(NC1CCCc2ccccc21)C1CCN(S(=O)(=O)c2cccc3nsnc23)CC1 (stereo unspecified)	2	2	-4	0.9	107	8	-25	0.9	5
COc1ccc(/C=N/NC(=O)CSCC(=O)Nc2ccccc2)cc1OC	4	-1	nt	nt	nt	nt	11	1.1	1
COc1cccc(C(C(=O)NC2CCCCC2)N(C(=O)c2ccco2)c2ccc(-n3cnnn3)c(C)c2)c1 (stereo unspecified)	1	nt	-7	1.3	102	-8	nt	nt	nt
Cc1cc(C)cc(NC(=O)c2nccnc2C(=O)O)c1	1	-2	-3	nt	104	3	0	0.9	2
O=C(COc1ccccc1)n1nc(-c2ccc(Cl)cc2)nc1NCc1ccco1	5	-9	0	1.2	143	3	-7	1.1	13
COc1ccc(CCC(=O)NCc2ccco2)cc1	1	3	58*[fluorescence artefact?]	1	212*[fluorescence artefact?]	49	-22	1	15
N#CCCn1c(C(C#N)(CCC#N)CCC#N)nc2ccccc21	nt	-8	nt	1.1	nt	nt	-4	1.2	2
CCCC1C(c2ccco2)NC(c2ccco2)CC1(C)O (stereo unspecified)	5	-7	2[fluorescence artefact?]	1.2	112	0[fluorescence artefact?]	12	1	0
O=C(NCCCN1CCOCC1)C1(c2ccccc2)CCCC1	1	1	-19	1.2	105	-24[fluorescence artefact?]	0	1.1	-10
O=C(Nc1ccccc1)Nc1ccc(C(=O)N2CCOCC2)cc1	1	2	2	1.5	112	0	nt	1.2	nt
CCC(=O)Nc1nc2nc(-c3ccccc3)cc(-c3ccccc3)n2n1	24*	-5	nt	nt	nt	nt	-15	0.9	3
CCC1(C)N=c2c(c(=O)n(C)c(=O)n2C)=NO1 (stereo unspecified)	0	1	nt	nt	nt	nt	3	0.9	3
O=C(NCCCN1CCCCCC1)c1ccc(N2CCCC2=O)cc1	8	-17	35[fluorescence artefact?]	1	588*[fluorescence artefact?]	37[fluorescence artefact?]	nt	nt	nt
O=C(NCc1ccco1)c1cccnc1-c1nc2ccccc2s1	2	-3	5	1.1	90[fluorescence artefact?]	1	-39	1.2	4
Cc1c(NC(=O)CSc2nc3ccccc3n2C)c(=O)n(-c2ccccc2)n1C	-3	5	-5	1.2	101	-3	-12	1.2	-3
COc1cc(S(=O)(=O)N2CCN=C2c2ccccc2)ccc1F	1	0	-1	1	116	-8	17	1	-4
O=C(CSCC(=O)N1CCOCC1)Nc1ccccc1	-4	5	-2	1.1	84	-8	-2	1.1	-1
O=C(Nc1nnc(CC(c2ccccc2)c2ccccc2)s1)c1ccco1	-4	-4	3[fluorescence artefact?]	1.2	126	2	-9	1.3	1
O=C1CN(S(=O)(=O)c2ccc(F)cc2)CC(=O)N1CCc1ccccc1	0	-4	4[fluorescence artefact?]	1.2	89	13	nt	1	nt
COC(=O)c1c(C#N)c(N)nc2c1CCC2	-5	3	-3	1.2	104	6	-24	0.9	4
CCOc1ccc(NC(=O)CN(C)CC(=O)Nc2cc(Cl)ccc2C#N)cc1OCC	-1	4	-6	1.1	109	-6	-5	2.1*	7
CC(Sc1nc(-c2ccccc2)cc(C(F)(F)F)n1)C(=O)NCc1ccco1 (stereo unspecified)	1	-8	-3	1.1	107	-35	7	1.2	-1
COc1ccc(Cn2c(O)cc(=O)[nH]c2=O)cc1	-2	-11	-7	1.1	103	-1	nt	nt	nt
Nc1nc(SCc2ccc3c(c2)OCO3)n[nH]1	2	10	-5	1.1	122	-8	0	1.6	-3
COc1cccc(-c2nnn(CC(=O)O)n2)c1	-1	-1	-2	1.1	88	-5	-10	0.9	3
CC(C)Oc1ccc(/C=N/NC(=O)C(CSCc2ccccc2)NC(=O)c2ccc([N+](=O)[O-])cc2)cc1 (stereo unspecified)	11	nt	24	1.1	96	9[fluorescence artefact?]	nt	nt	nt
CC(C)(CO)NC(=O)C(c1ccccc1)c1ccccc1	1	-5	1[fluorescence artefact?]	1	120[fluorescence artefact?]	-3	nt	1	nt
Fc1ccccc1Cn1nnc2c(-n3ccnc3)ncnc21	nt	4	-14	1	108	-7	11	0.9	-1
Cc1c(Br)ccc(NC(=O)CCN2C(=O)C3C4CCC(C4)C3C2=O)c1C (stereo unspecified)	-4	-5	nt	nt	nt	nt	16	1	5
CCOC(=O)C1CCCN(C(=O)c2cc3c(=O)n(C)c4ccccc4c3n2C)C1 (stereo unspecified)	12	7	-8	1.1	93	-3	-2	1.3	0
CC(CC(=O)NC1CCSC1=O)c1ccccc1 (stereo unspecified)	-3	1	-1	1	89	11	0	1	-2
O=C(c1cccc(F)c1)N1CCc2ccccc2C1	-2	1	-9	1.1	97	-15	0	0.9	-1
Cc1cc(=O)n2nc(N3CCC(C(=O)NC4CCCc5ccccc54)CC3)sc2n1 (stereo unspecified)	nt	-1	3	1.1	88	18	0	1.6	-7
Cc1ccccc1Cn1c(CN2CCN(c3ccc(F)cc3)CC2)nc2c1c(=O)n(C)c(=O)n2C	nt	-5	4	1	86	19[fluorescence artefact?]	nt	nt	nt

(continued)
SMILES	FAK inh	E coli WT exp	ERa coact inh	MT1-MMP txn act	ERa SRC1 pot	ERb coact inh	CD11b adhes inh	PLAP act	CD11b adhes enh
CCC(=O)N1CC2(C)CN(C(=O)CC)CC(C)(C1)C2	nt	2	9	1.1	113	20	-7	0.8	0
Cc1cccc(CCN(Cc2cc3cccc(C)c3[nH]c2=O)C(=O)N2CCOCC2)c1	-2	-2	-2	1.1	102	0	3	1.4	2
CCc1ccc(C(C)NC(=O)C2(C)CC2(Br)Br)cc1 (stereo unspecified)	1	5	nt	nt	nt	nt	-13	1	-5
COc1ccc(NS(=O)(=O)c2ccc3oc4ccccc4c3c2)cn1	-4	-4	15[fluorescence artefact?]	1.1	-4[fluorescence artefact?]	8[fluorescence artefact?]	76	1.3	-9
Cn1c(C(=O)OCC(=O)NCC2CCCO2)cc2sccc21 (stereo unspecified)	0	4	-3	1	104	6	nt	nt	nt
O=C(Nc1ccccc1-c1nc2ccccc2s1)c1cccnc1Cl	-5	-6	nt	nt	nt	nt	9	0.9	1
Cc1cc(S(=O)(=O)NC2CCCCC2)ccc1OCC(=O)NCc1cccnc1	-1	20	-4	1.2	106	-5	-29	0.9	0
O=C(NC1(C(F)(F)F)NC(=O)N(Cc2ccco2)C1=O)c1cccs1 (stereo unspecified)	6	8	5	1.1	104	11[fluorescence artefact?]	-13	1	1
CC12CN3CC(C)(CN(C1)C3c1ccc3c(c1)OCO3)C2=O (stereo unspecified)	2	-2	17	1.2	103	12	7	1	-5
O=C(N/N=C/c1ccc(OCc2ccccc2)cc1)c1cccs1	7	-17	2	1.2	153	1	nt	1	nt
Clc1cnc(N/N=C/c2cccs2)c(Cl)c1	-2	0	-3	1.6	94[fluorescence artefact?]	3	-3	1.5	4
Cc1ccc(-c2nc3ccccc3o2)cc1NC(=O)Cc1cccs1	3	1	nt	nt	nt	nt	6	1.1	8

Part of the list above, with two lines to a compound:
Fields: FAK inh | E coli WT exp | ERa coact inh | MT1-MMP txn act | ERa SRC1 pot | ERb coact inh | CD11b adhes inh | PLAP act | CD11b adhes enh
CCc1ccc(C(C)NC(=O)C2(C)CC2(Br)Br)cc1 (stereo unspecified)
  1 | 5 | nt | nt | nt | nt | -13 | 1 | -5
COc1ccc(NS(=O)(=O)c2ccc3oc4ccccc4c3c2)cn1
  -4 | -4 | 15[fluorescence artefact?] | 1.1 | -4[fluorescence artefact?] | 8[fluorescence artefact?] | 76 | 1.3 | -9
Cn1c(C(=O)OCC(=O)NCC2CCCO2)cc2sccc21 (stereo unspecified)
  0 | 4 | -3 | 1 | 104 | 6 | nt | nt | nt

Additional entries follow:
SMILES	FAK inh	E coli WT exp	ERa coact inh	MT1-MMP txn act	ERa SRC1 pot	ERb coact inh	CD11b adhes inh	PLAP act	CD11b adhes enh
Cc1cc(C(F)F)n2nc(C(=O)Nc3ccc(F)cc3F)nc2n1	0	2	-7	1.1	107	-8	11	1.2	-2
COCCNC(=O)CSc1nc(-c2ccccc2)cs1	-5	1	2	1.4	100	12	8	1	-3
CC/C(C)=C1\SC(N2CCOCC2)=NC1=O	-2	7	16	1.2	99	-13	1	0.8	1
CN(Cc1ccccc1)C(=O)c1cnc2n(c1=O)CCS2	0	nt	31	0.9	103	46	nt	nt	nt
C=CCN(CC=C)CC(=O)Nc1ccc(S(N)(=O)=O)cc1	-3	nt	-2	1.2	123	4	nt	nt	nt

Screens from PubChem.
